High-throughput results from PubChem BioAssay.
PPARg SRC-3 ag = PPARgamma agonists recruiting SRC-3 coactivator, primary screen, biochemical; hit rate 0.26% among 200,000; AID 731, 2007; activation, % at 8 µM; biochemical PPARgamma/SRC-3 coactivator recruitment assay; in the data active = activation above about 23%;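 note: 0% = DMSO and 100% = reference agonist; some compounds past the cut are filed as inactive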
Target sequence (P37231 whole entry, looked up): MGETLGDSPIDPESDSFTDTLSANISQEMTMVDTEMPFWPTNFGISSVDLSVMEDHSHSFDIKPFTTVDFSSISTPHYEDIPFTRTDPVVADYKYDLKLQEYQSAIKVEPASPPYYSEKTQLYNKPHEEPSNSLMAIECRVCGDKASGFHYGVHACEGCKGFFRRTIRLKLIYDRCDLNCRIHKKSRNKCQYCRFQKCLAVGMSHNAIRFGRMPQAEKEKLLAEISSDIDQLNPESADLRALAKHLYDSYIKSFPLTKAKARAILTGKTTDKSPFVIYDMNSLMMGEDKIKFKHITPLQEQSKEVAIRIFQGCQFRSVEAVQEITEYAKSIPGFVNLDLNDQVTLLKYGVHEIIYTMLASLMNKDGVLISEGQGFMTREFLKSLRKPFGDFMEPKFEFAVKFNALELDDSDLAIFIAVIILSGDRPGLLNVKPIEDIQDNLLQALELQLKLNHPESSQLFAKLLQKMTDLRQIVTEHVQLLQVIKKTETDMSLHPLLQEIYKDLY
SRC2 TRFRET art = TR-FRET signal artefacts, primary screen, artefact control for PPARgamma SRC-2 agonist project, biochemical. TR-FRET ratio at 8 µM. AID 1049, 2008. TR-FRET artefact counter-screen; hits give high values. hit rate 0.4% among 200,000; in the data active = TR-FRET ratio above about 2000; note: inactives centre near 1500
bIAP inh = bovine intestinal alkaline phosphatase inhibitors, primary screen, selectivity assay for TNAP inhibitor project, biochemical, bovine IAP, CDP-star luminescence; purified bovine IAP, 30 min; inhibition, % at 20 µM; 190,000 tested, under 10 active;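 active = over 50% inhibition of intestinal alkaline phosphatase at 20 µM in the single-dose screen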
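Assay system – bovine IAP enzyme · Quantity – bovine IAP at 1/65,000,000 final dilution · Detection – CDP-star luminescence signal · Times – 30 min reaction at room temperature · Also added – CDP-star substrate at 30 µM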
STAT3 blocker = IL-6 driven STAT3 reporter inhibitors, primary screen, U3A cells, luciferase, luminescence, MLSCN library; hit rate 0.89% among 190,000; IL-6 STAT3-luciferase reporter; host cell line lacks STAT1; inhibition, % at 5.5 µM;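 active = inhibition above the mean inhibition across all screened compounds plus 3 SD, cut at about 44% in these data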;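 note: 0% = DMSO only wells and 100% = 100 µM nifuroxazide control wells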
PPARg SRC1 recr = PPARgamma agonists recruiting SRC-1 coactivator, primary screen, biochemical; Peroxisome proliferator-activated receptor gamma (Homo sapiens), P37231; PPARgamma-SRC-1 coactivator recruitment biochemical assay; activation, % at 8 µM; hit rate 0.41% among 200,000; AID 631, 2007; in the data active = activation above about 19%;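 note: 0% = DMSO and 100% = reference agonist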
bIAP activator = bovine intestinal alkaline phosphatase activators, primary screen, biochemical, bovine IAP, CDP-star luminescence; alkaline phosphatase, intestinal [Bos taurus]; purified bovine IAP, 30 min; hits give high values; fold of DMSO-control signal, blank-subtracted; activation factor at 20 µM; hit rate 0.17% among 200,000;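 active = activation factor of 2 or more at 20 µM, a signal rise over negative controls twice the positive control's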
STAT1 blocker = STAT1 signaling inhibitors, primary screen, cell-based, HTS, luciferase reporter; NIH 3T3 STAT1-luciferase reporter, IFN-gamma, luminescence; inhibition, % at 5.5 µM; hit rate 0.35% among 200,000; AID 920, 2007;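 active = inhibition above a set limit, the mean inhibition across all tested compounds plus 3 SD, cut at about 34% in these data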;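 note: 0% = IFN-gamma with DMSO and 100% = IFN-gamma with 300 µM nifuroxazide; values of inactives mirror those of a sister screen read the other way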
STAT3 act = IL-6 driven STAT3 reporter potentiators, primary screen, U3A cells, luciferase, luminescence, MLSCN library; IL-6 STAT3-luciferase reporter; 100% = signal with IL-6 EC80 alone; activation (% of control), % at 5.6 µM; hit rate 0.91% among 190,000;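 active = activation above the screen-wide mean of compound activation plus 3 SD, cut at about 130% in these data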;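 note: 0% = background luminescence of wells with medium and substrate only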
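System – human U3A cells carrying STAT3-luciferase construct · Probe or stimulus – Interleukin-6, 33 ng/mL · Schedule – compound 1 h, then IL-6 6 h at 37 °C · Signal – luminescence from STAT3-driven luciferase reporter · Evaluation – percent of IL-6-only median luminescence · Benchmarks – IL-6-only high control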
ROMK primary = ROMK potassium channel modulators, primary screen, cell-based, thallium flux, MLSMR library. ATP-sensitive inward rectifier potassium channel 1 (Homo sapiens), P48048. Tet-inducible ROMK, thallium flux fluorescence; actives lie on both sides. B-score at 10 µM. hit rate 2% among 130,000;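 active = signal ratio slope over the read window, or its plate-corrected B-score, at least 3 SD from the plate mean, either direction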;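 note: B-score of the F/F0 ratio slope over 7 to 12 s after thallium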
TNAP act hiacc = TNAP activators at high phosphate acceptor level, primary screen, biochemical, luminescence, uHTS; activation factor at 20 µM; Alkaline phosphatase, tissue-nonspecific isozyme (Homo sapiens), P05186; purified TNAP, CDP-star luminescence, 1 M DEA, 30 min; hits give high values; 0 = EDTA background, 1 = DMSO-only activity; 200,000 tested, under 10 active;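 active = activation factor at least 2 at 20 µM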
Target sequence (P05186 whole entry, looked up): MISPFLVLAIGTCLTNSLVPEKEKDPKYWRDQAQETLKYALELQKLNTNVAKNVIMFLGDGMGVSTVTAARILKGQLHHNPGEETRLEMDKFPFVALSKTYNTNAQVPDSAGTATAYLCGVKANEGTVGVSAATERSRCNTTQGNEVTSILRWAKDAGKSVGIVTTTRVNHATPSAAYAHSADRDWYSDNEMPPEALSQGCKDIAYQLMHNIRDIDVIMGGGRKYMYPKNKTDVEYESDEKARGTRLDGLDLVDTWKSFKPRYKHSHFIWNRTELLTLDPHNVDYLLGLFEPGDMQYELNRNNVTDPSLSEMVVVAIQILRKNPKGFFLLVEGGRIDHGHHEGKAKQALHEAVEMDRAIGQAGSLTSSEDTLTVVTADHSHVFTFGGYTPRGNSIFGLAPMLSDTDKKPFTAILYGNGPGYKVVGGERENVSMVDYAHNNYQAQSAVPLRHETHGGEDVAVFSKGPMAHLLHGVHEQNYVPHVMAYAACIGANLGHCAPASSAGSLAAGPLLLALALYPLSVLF
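system = human TNAP | amount = enzyme diluted 1/800 final | reagent = 100 µM CDP-star substrate | signal = luminescent substrate turnover signal | dosing = one dose, 20 µM | benchmarks = EDTA negative control, DMSO positive control | measure = activation factor | timing = 30 min reaction, room temperature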
PPARg SRC-2 ag = agonists of PPARg-SRC-2 recruitment, primary screen, biochemical, HTS | Peroxisome proliferator-activated receptor gamma (Homo sapiens), P37231 | PPARgamma LBD-SRC-2 recruitment | activation, % at 8 µM | hit rate 0.34% among 200,000; in the data active = activation above about 22%;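 note: 0% = vehicle and 100% = reference agonist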
The depositor's hits bear a star; nt = not tested or not shown.

SMILES	PPARg SRC-3 ag	SRC2 TRFRET art	bIAP inh	STAT3 blocker	PPARg SRC1 recr	bIAP activator	STAT1 blocker	STAT3 act	ROMK primary	TNAP act hiacc	PPARg SRC-2 ag
O=C(Oc1ccccc1N1C(=O)C2CC=CCC2C1=O)c1ccc(Br)cc1 (stereo unspecified)	-6	1570	1	-7	5	1	10	101	nt	1	4
O=C(NCc1nc2ccccc2[nH]1)C1=C[C@H](C2CC2)C[C@H](OCCCCO)O1	-5	1512	-22	nt	-8	1.2	13	nt	nt	1	2
COc1ccc2[nH]c3c(=O)n(Cc4ccc(C(=O)N5CCCC5)cc4)c(=S)[nH]c3c2c1	8	1723	-7	16	0	1.1	1	96	0.52	1	5
O=c1[nH]c(N/N=C/c2ccccc2Br)nnc1-c1ccccc1	7	1559	7	8	-1	0.9	-7	92	-0.039	1	8
CS(=O)Cc1cc(Oc2ccccc2)nc(-c2ccncc2)n1 (stereo unspecified)	3	1622	-12	7	13	1.1	6	97	nt	1.1	2
CCCCCCCCNC(=O)c1cccnc1SCC(=O)Nc1ccc(OC)cc1OC	4	1611	-2	16	6	1	6	87	-0.039	0.9	5
Cc1ccc(C(=O)CN(C(=O)c2ccc(Cl)c(Cl)c2)N2C(=O)C3C4C=CC(C4)C3C2=O)cc1 (stereo unspecified)	-5	1511	5	2	4	1	-11	105	nt	1	1
CCOC(=O)COc1ccc(Br)cc1/C=C/c1[nH]c(=O)[nH]c(=O)c1[N+](=O)[O-]	8	1633	-7	-3	1	1.1	26	106	-2.7*	1	3
CCOc1ccc2[nH]c(=O)c(CN(Cc3ccco3)C(=O)c3cccc(F)c3)cc2c1	10	1492	-6	16	1	1.1	8	91	nt	1	4
CC1(C)CC(=O)C2=C(C1)N(CC1CCCO1)C(=O)NC2(C(F)(F)F)C(F)(F)F (stereo unspecified)	9	1481	2	4	5	1	5	99	0.02	1	3
O=C(NCCc1ccccc1F)C1CCCN1S(=O)(=O)c1ccccc1 (stereo unspecified)	1	1598	6	10	6	0.9	-2	100	nt	1.1	7
CCCNC(=O)c1cccc(COCC(F)(F)C(F)F)c1	-7	1455	15	4	1	0.8	3	100	-0.45	1	8
CC1Oc2ccccc2N(CC(=O)N2CCCc3ccccc32)C1=O (stereo unspecified)	7	1550	10	-2	8	0.9	3	104	2	1	4
CS(=O)(=O)NCCCNc1ccc(Cl)cc1[N+](=O)[O-]	-7	1408	nt	4	0	0.5	0	102	0.46	0.9	3
CCc1nnc(NC(=O)CSc2nnc(-c3ccc(OC)cc3)n2C)s1	-9	1570	1	7	-8	1	-9	97	-0.52	1	2
COc1ccc2c(CC(=O)Nc3ccc(N4CCOCC4)cc3)coc2c1	6	1562	-12	2	4	1.1	1	100	0.36	1	8
COc1ccc(NC2CC(=O)N(C(C)C)C2=O)cc1 (stereo unspecified)	-6	1632	7	-14	3	0.9	-14	113	0.026	1	4
Cc1ccc(S(=O)(=O)N2Cc3ccccc3CC2C(=O)Nc2ccc3c(c2)OCO3)cc1 (stereo unspecified)	0	1526	-3	-3	5	1	-5	101	-1	1	11
Cc1occc1C(=O)Nc1ccc(OCc2ccccc2)cc1	1	1551	-3	10	4	1	-32	93	-0.28	1	11
CCOC(=O)c1c(C)nc(C)c(C(=O)OCC)c1-c1cccc(N)c1	5	1552	-4	24	-2	1	-1	85	-0.07	1	0
CC(=O)Nc1ccc(OS(=O)(=O)c2c(C)cc(C)cc2C)cc1	-3	1430	-16	7	0	1.2	-1	99	0.56	1	-4
c1ccc(COc2cccc(CN3CCN(c4ccccn4)CC3)c2)cc1	-1	1517	-12	3	10	1.1	5	99	-0.95	1.1	6
COCCNC(=O)NC12CC3(C)CC(C)(CC(C)(C3)C1)C2	9	1689	-14	-2	3	1.1	12	106	nt	1	2
Cc1cc(NC(=O)COC(=O)CCNS(=O)(=O)c2c(Cl)cccc2Cl)no1	5	1535	-22	5	12	1.2	-4	98	-0.25	1.1	12
Cc1cc(NC(=O)c2ccc3c(c2)OCCO3)ccc1NC(=O)c1cc2ccccc2o1	-3	1269	-10	20	-8	1.1	-11	84	0.7	1	-4
Oc1ccccc1C1=NCCNC(C(F)(F)C(F)F)=C1	-26	1297	21	6	-1	0.8	5	97	nt	1	-6
CCCCCCCCCn1c2c(c(=N)c3c1CCC3)CCC2	-8	1392	10	82*	0	0.9	28	33	nt	1.1	4
Cc1ccc(-n2c(=S)[nH]c3[nH]ncc3c2=O)cc1	1	1727	-24	6	1	1.2	-2	98	-0.044	1	2
CC(=O)NN1C(=O)/C(=C\c2ccc(Cl)cc2)SC1=S	0	1658	0	4	12	1	-3	100	-3	1	5
COc1ccccc1-c1nnc(SCc2ccccn2)n1C	-4	1705	6	6	4	0.9	-6	99	nt	1.1	2

Single records (already shown):
`COc1ccc2c(CC(=O)Nc3ccc(N4CCOCC4)cc3)coc2c1` as listed: PPARg SRC-3 ag: 6; SRC2 TRFRET art: 1562; bIAP inh: -12; STAT3 blocker: 2; PPARg SRC1 recr: 4; bIAP activator: 1.1; STAT1 blocker: 1; STAT3 act: 100; ROMK primary: 0.36; TNAP act hiacc: 1; PPARg SRC-2 ag: 8
`COc1ccc(NC2CC(=O)N(C(C)C)C2=O)cc1` (stereo unspecified) as listed: PPARg SRC-3 ag: -6; SRC2 TRFRET art: 1632; bIAP inh: 7; STAT3 blocker: -14; PPARg SRC1 recr: 3; bIAP activator: 0.9; STAT1 blocker: -14; STAT3 act: 113; ROMK primary: 0.026; TNAP act hiacc: 1; PPARg SRC-2 ag: 4

Next section
SMILES	PPARg SRC-3 ag	SRC2 TRFRET art	bIAP inh	STAT3 blocker	PPARg SRC1 recr	bIAP activator	STAT1 blocker	STAT3 act	ROMK primary	TNAP act hiacc	PPARg SRC-2 ag
CC(C)(C)c1ccc(Oc2ccc(NC(=O)C3CC=CCC3C(=O)O)cc2)cc1 (stereo unspecified)	1	1415	1	8	-2	1	27	98	0.78	1	-1
CCOC(=O)c1c(C)[nH]c2cc(Br)c(O)cc12	0	1351	3	8	-4	1	-4	99	0.15	1.1	3
Fc1ccc(C2CCCN2Cc2nc(-c3cnccn3)no2)cc1 (stereo unspecified)	2	1475	0	4	2	1	2	100	0.2	1	6
Cc1c(C(=O)NCCc2ccc(S(N)(=O)=O)cc2)cccc1[N+](=O)[O-]	-1	1480	-1	-3	-3	1	-2	104	0.8	1	-1
CNC(=O)CSc1nnc(COc2ccc(Cl)cc2)n1CCOC	9	1575	1	12	3	1	-3	94	nt	1.1	1
NC(=O)NC(=O)COC(=O)c1cccc(NS(=O)(=O)/C=C/c2ccccc2)c1	-1	1598	-10	11	2	1.1	9	95	-0.56	1.1	4
CCC(C)NC(=O)c1ccc(NC(=O)C2CCCO2)cc1 (stereo unspecified)	5	1597	-4	4	6	1	-3	101	nt	1	5
CSCCC(NC(=O)c1cccc(C)c1)C(=O)O (stereo unspecified)	3	1467	-7	5	-4	1.1	8	96	-0.58	1	5
CC(C)OCC(O)CN (stereo unspecified)	0	1405	8	9	-7	0.9	1	96	0.85	1.1	-2
Oc1ccc(Nc2nc(N3CCCC3)c3ccccc3n2)cc1	5	1661	2	6	13	1	-16	99	-4.8*	1.1	7
COc1ccc(-c2noc(CN(C)C3CCOCC3)n2)cc1	6	1418	11	8	-1	0.9	-8	97	0.0046	1.1	0
Cc1nc2c3cc(F)ccc3n(CCN3CCCCC3)c2s1	1	1602	-19	-9	6	1.2	5	120	-1.4	1	-10
CCCOC(=O)c1c(NC(=O)CCCn2nc([N+](=O)[O-])cc2C)sc(C(=O)OC)c1C	-1	1457	1	1	-6	1	-7	98	1.8	1	0
COc1ccccc1N1CCN(C(=O)CN(CCc2ccccc2)S(C)(=O)=O)CC1	10	1580	3	10	-6	1	4	95	nt	1	7
CCN(CC)CC#CCC(O)(c1ccccc1)C1CCCC1 (stereo unspecified)	6	1585	5	1	4	0.9	4	100	nt	1	14
Cc1nnc2ccc(-c3ccc(NC(=O)c4ccc(Cl)nc4)cc3)nn12	-2	1626	9	32	-4	0.9	5	77	0.23	1.1	5
CCn1cc(CN2CCc3c([nH]c4ccccc34)C2c2cccc(O)c2)c(C)n1 (stereo unspecified)	2	1696	1	-41	8	1	11	142*	-1.2	1.1	-4
CCCCCCn1c(-c2cccs2)n[nH]c1=S	9	1698	19	8	6	0.8	-6	99	-0.42	1	6
Cc1ccc(NC(=S)Nc2ccc(C(C)C)cc2)cc1S(=O)(=O)N1CCCCCC1	1	1590	10	0	7	0.9	-6	101	-0.25	1	10
O=C(N/N=C1/SCC(=O)N1Cc1ccco1)c1ccccc1F	8	1505	1	6	0	1	2	99	-0.87	1	1
CCCCN1CN(Cc2ccccc2)CNC1=S	4	1589	9	8	-2	0.9	-6	94	nt	1	-4
O=C(O)C1CCN(S(=O)(=O)c2ccc3c(c2)OCCCO3)CC1	2	1510	8	-3	3	0.9	-4	108	-0.4	1.1	4
COc1ccc(-c2cc(C(F)(F)F)c(C#N)c(SCC(=O)Nc3nc(C)co3)n2)cc1	-6	1596	7	4	5	0.9	-3	106	nt	1	-2
O=C(CCS(=O)(=O)c1ccc(Cl)cc1)Oc1ccc2c(c1)OCO2	-1	1700	15	11	-1	0.8	-5	94	-0.081	1.1	5
Nc1c(C(=O)C2CC2)sc2nc3c(cc12)CCC3	7	1608	-10	12	3	1.1	-69	96	0.54	1.1	2
CC(c1ccccc1F)n1cc(C(=O)NCCCc2nc3ccccc3[nH]2)nn1 (stereo unspecified)	-1	1516	-10	0	-4	1.1	-8	105	-0.09	1	4
COn1c2c(c3c4no[n+]([O-])c4ccc31)CCCC2	4	1434	-3	6	-2	1	2	99	0.44	1	-3
COc1ccc(C(=O)O/N=C/c2c(C(F)(F)F)nn(C)c2SCc2ccccc2Cl)cc1	4	1298	7	8	-1	0.9	2	98	nt	1	1
CCCCC1(C)OC(=O)C(=Cc2ccc(SC)cc2)C(=O)O1 (stereo unspecified)	-1	1491	16	8	-2	0.8	7	98	-0.27	1	-2

Single values from the list:
Entry for `O=C(N/N=C1/SCC(=O)N1Cc1ccco1)c1ccccc1F` in SRC2 TRFRET art: 1505
Entry for `CC(=O)NN1C(=O)/C(=C\c2ccc(Cl)cc2)SC1=S` in ROMK primary: -3
